# CHOP UPR activ: activators of apoptotic CHOP UPR arm, primary screen, cell-based, CHO-CHOP luciferase reporter, luminescence, uHTS; UPR activation; percent of tunicamycin response over DMSO baseline; activation, % at 10 µM; actives 0.34% (n = 330,000);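 active = at 10 µM dose, activation of 40% or more, normalized to positive control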;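 also: 100% = tunicamycin at 10 µg/mL and 0% = DMSO alone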
#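 System: CHO CHOP reporter cells. Amount: 500 cells per well. Buffer or medium: F12 medium, 10% FBS. Compound dosing: one dose, 10 µM in 0.5% DMSO. Incubation: 6 h compound exposure at 37 °C after overnight seeding. Technique: Steady-Glo luciferase luminescence. Benchmarks: tunicamycin and DMSO controls.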
# tim10-1 inh: growth inhibitors of tim10-1 mutant yeast, primary screen, luminescence, uHTS; S. cerevisiae tim10-1 ts strain growth, BacTiter-Glo, 24 h; inhibition, % at 20 µM; actives 2.2% (n = 330,000); AID 463190, 2010;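 active = inhibition of at least 40%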;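 also: mutant grown at 25 °C; 0% = DMSO wells with yeast and 100% = wells holding no yeast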
# tim23-1 inh: growth inhibitors of tim23-1 mutant yeast, primary screen, luminescence, uHTS; S. cerevisiae tim23-1 growth, BacTiter-Glo luminescence, 24 h; inhibition, % at 20 µM; actives 1.3% (n = 330,000); AID 463212, 2010;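 active = growth inhibition of the mutant yeast at or above 50%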;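 also: temperature-sensitive mutant grown at 25 °C; plate controls were DMSO-treated mutant yeast for no effect and medium wells lacking yeast for full effect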
# CXCR6 inh: CXCR6 receptor inhibitors, primary screen, cell-based, beta-arrestin, luminescence, CHO-K1 PathHunter, 1536-well; C-X-C chemokine receptor type 6 (Homo sapiens), O00574; inhibition, % at 20 µM; actives 0.36% (n = 360,000); in the data active = inhibition above about 34%, passing the limit was not always enough;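 also: antagonist mode with CXCL16 agonist at 10 nM final; 0% = 10 nM CXCL16 with DMSO and 100% = unstimulated wells without agonist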
# TIM10 inh: growth inhibitors of isogenic TIM10 control yeast, primary screen, counter-screen for tim10-1 yeast inhibitor project, luminescence, uHTS; S. cerevisiae TIM10 strain growth, BacTiter-Glo luminescence, 24 h; inhibition, % at 10 µM; actives 1.4% (n = 330,000);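 active = inhibition of 40% or more at the single tested concentration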;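 also: wild-type TIM10 isogenic control strain grown at permissive 25 °C; 0% = DMSO yeast wells and 100% = minimal medium wells without yeast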
# Mdm2 MdmX PPI: inhibitors of human Mdm2-MdmX association, primary screen, cell-based, luminescence, split luciferase, SaOS-2, uHTS. SaOS-2 split-luciferase Mdm2/MdmX complementation. actives 3% (n = 330,000). inhibition, % at 8 µM;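 active = inhibition of at least 50% at 8 µM in the primary screen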
# Target sequence (O15151 whole entry, looked up): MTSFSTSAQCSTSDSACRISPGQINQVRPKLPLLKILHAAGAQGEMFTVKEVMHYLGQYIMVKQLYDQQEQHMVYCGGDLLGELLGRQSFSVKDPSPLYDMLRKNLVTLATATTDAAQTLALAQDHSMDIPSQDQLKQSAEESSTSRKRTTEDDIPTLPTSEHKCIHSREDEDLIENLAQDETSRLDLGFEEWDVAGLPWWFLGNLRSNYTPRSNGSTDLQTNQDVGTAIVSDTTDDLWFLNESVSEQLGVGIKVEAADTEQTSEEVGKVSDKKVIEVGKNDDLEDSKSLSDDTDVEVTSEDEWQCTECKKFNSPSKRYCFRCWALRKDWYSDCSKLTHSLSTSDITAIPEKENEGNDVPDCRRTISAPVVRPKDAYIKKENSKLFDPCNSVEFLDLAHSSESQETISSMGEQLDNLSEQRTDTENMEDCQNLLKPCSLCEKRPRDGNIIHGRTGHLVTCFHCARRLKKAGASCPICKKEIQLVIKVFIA
# Target sequence (Q00987 whole entry, looked up): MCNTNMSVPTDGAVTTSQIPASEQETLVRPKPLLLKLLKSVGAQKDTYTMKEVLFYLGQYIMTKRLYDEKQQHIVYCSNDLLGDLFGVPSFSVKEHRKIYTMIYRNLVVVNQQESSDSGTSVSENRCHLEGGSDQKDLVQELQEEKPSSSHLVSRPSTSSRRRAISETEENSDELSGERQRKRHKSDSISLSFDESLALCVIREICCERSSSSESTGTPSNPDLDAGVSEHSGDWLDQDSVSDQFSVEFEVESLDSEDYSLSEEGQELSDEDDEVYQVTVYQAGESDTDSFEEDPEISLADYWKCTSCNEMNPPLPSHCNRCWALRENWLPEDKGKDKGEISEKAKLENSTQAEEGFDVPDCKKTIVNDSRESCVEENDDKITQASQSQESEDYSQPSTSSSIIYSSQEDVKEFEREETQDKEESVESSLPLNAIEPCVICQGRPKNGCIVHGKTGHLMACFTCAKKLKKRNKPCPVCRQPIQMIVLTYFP
# UPR XBP1 act: activators of adaptive XBP1 UPR arm, primary screen, cell-based, CHO-XBP1 luciferase reporter, luminescence, uHTS; IRE1-XBP1 UPR activation; percent of tunicamycin response, DMSO as zero; activation, % at 20 µM; actives 0.33% (n = 330,000); AID 463104, 2010;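 active = versus positive control, 20 µM dose yields 30% or more activation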;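 also: 100% = tunicamycin at 10 µg/mL and 0% = DMSO only wells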
#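 assay system = CHO-XBP1 luciferase reporter cells | amount = 1000 cells/well | buffer or medium = F12 plus 10% FBS | compound dosing = single point, 20 µM final compound, 1% DMSO | incubation = 16-18 h cell attachment at 37 °C, then 6 h compound exposure | detection = Steady-Glo luminescence read | controls = tunicamycin 10 µg/mL and vehicle-only wells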
# APJ ag: agonists of human apelin receptor APJ, primary screen, CHO-K1 cells, PathHunter beta-arrestin, luminescence; P35414; 0% DMSO wells, 100% apelin; activation, % at 20 µM; actives 0.11% (n = 330,000); AID 2520, 2010;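 active = activation more than six SD over the plate average, tested at 20 µM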;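 also: 0% = DMSO alone and 100% = apelin-13 at 10 nM; some results filed as inactive read as strong as hits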
#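 assay system = CHO-K1 APJ beta-arrestin complementation cell line | input = cell density 1000 per well | dosing = compound 20 µM once, DMSO 1% | timing = compound 90 min 25 °C, reagent 1 h | measured by = luminescence from split beta-galactosidase complementation, Galacton Star/Emerald II substrate | read-out basis = APJ agonist activity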
# APJ antag: antagonists of human apelin receptor APJ, primary screen, CHO-K1 cells, beta-arrestin complementation, luminescence. actives 0.32% (n = 330,000). P35414. inhibition, % at 20 µM;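 active = inhibition above about 40% at 20 µM, limit read from the data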;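 also: cells challenged with 10 nM apelin-13 agonist together with compound; plate controls were apelin-13 plus DMSO wells for no effect and DMSO wells lacking apelin-13 for full effect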
# The depositor's hits bear a star; . = no result given.
mol	tim10-1 inh	tim23-1 inh	CXCR6 inh	APJ ag	APJ antag	Mdm2 MdmX PPI	CHOP UPR activ	UPR XBP1 act	TIM10 inh
O=C(NCc1ccco1)C1CC(c2ccccc2O)=NO1 (stereo unspecified)	9	-7	-3	-5	-3	3	2.9	1	14
O=C(O)CCn1c(SCc2cc(=O)n3ccccc3n2)nc2ccsc2c1=O	0	-4	3	-3	-1	-9	-0.5	-2	-13
O=C1C(C=NCCCn2ccnc2)=C(O)c2ccccc21	10	-6	-2	-2	-3	1	-1.1	0	-8
CS(=O)(=O)N(CC(=O)N1CCN(C(c2ccccc2)c2ccccc2)CC1)C1CCCCC1	19	19	1	-4	18	-22	-1.4	3	18
CC1=NN(c2ccccc2)C(=O)/C1=C\c1cn(-c2ccccc2)nc1C	36	38	0	-2	-8	7	0.0	-3	16
CC1Cc2ccccc2N1C(=O)CCS(=O)(=O)c1cccc2nonc12 (stereo unspecified)	21	21	2	-6	-14	24	-0.3	-2	11
Cc1ccc(NC(=O)c2oc3ccccc3c2NC(=O)c2ccc3c(c2)OCO3)cc1	16	-2	10	-3	-7	-45	0.4	0	1
Cc1cc([N+](=O)[O-])c(C)cc1-c1ccc(/C=N/n2cnnc2)o1	9	14	14	-2	10	15	1.2	0	4
Cc1ccc(S(=O)(=O)NCc2ccccc2)cc1C(=O)NCC1CCCO1 (stereo unspecified)	-9	-11	4	-3	-1	10	-0.1	2	-3
CN(CC(=O)Nc1ccc(Cl)cc1)C(=O)c1cc(-c2cccs2)nn1-c1ccccc1	11	12	4	-5	-13	5	-0.1	-3	21
COc1ccc2nc(C)cc(SCC(=O)N/N=C/c3ccco3)c2c1	23	24	-14	0	18	-8	-0.4	0	-3
Cc1ccc([N+](=O)[O-])cc1S(=O)(=O)Nc1ccccn1	-1	5	5	0	19	-5	0.9	-4	-5
CN1N=C(C(=O)N2CCCC(Nc3ccc(F)c(F)c3)C2)CCC1=O (stereo unspecified)	3	-6	-1	0	-7	-8	-1.0	-3	-4
CCCCCCSc1cc(-c2nc3cc(C)ccn3c2NC2CCCCC2)ccc1OC	14	18	19	1	0	6	0.5	-4	18
COc1ccc(-c2cc3c(=O)n(CC(=O)NC4CCN(Cc5ccccc5)CC4)ncn3n2)cc1	5	6	-8	-4	-26	69*	0.3	-3	4
Cc1cc(C)c2c(=O)[nH]c(=O)n(Cc3ccccc3)c2n1	9	9	6	-1	12	19	0.7	-4	22
CS(=O)(=O)NN1C(=O)c2ccccc2NC1c1cccs1 (stereo unspecified)	-1	2	-1	0	2	-12	1.8	-2	1
COCCCN=C1NN=C(c2cc(C)n(-c3ccccc3F)c2C)CS1	12	14	-9	-3	-2	43	-4.9	-3	12
CCOC(=O)Nc1c(O)ccc2oc(C)c(-c3ccccc3)c12	24	-28	5	-5	11	17	-2.5	2	3
COCC(=O)NCCSc1c(C)[nH]c2ccccc12	5	-1	-6	-7	-3	3	-2.2	6	4
Cc1ccc(N(CC(=O)N/N=C/c2cc(C)n(-c3ccccc3C)c2C)S(C)(=O)=O)cc1	-9	-4	-5	-4	-11	31	0.6	-1	6
CC1(C)NC(=O)N(CC(=O)N2CCN(c3cccc(C(F)(F)F)c3)CC2)C1=O	2	12	-6	-4	19	18	-0.9	-1	-4
Cc1nc(SCC(=O)N2CCN(c3ccccc3)CC2)c2oc3ccccc3c2n1	48*	40	-11	0	-11	36	1.3	0	31
O=C(CSc1nnc(Cc2cccs2)n1Cc1ccco1)Nc1cc(Cl)cc(Cl)c1	29	29	3	-1	4	12	-0.5	-1	29
CCN1C(=O)[C@H]2[C@@H](c3ccc(C)cc3)N3C(=O)N(c4cccc(F)c4)C(=O)[C@@]3(Cc3ccc(Cl)cc3)[C@H]2C1=O	19	-4	7	14	-5	-15	-1.8	1	-8
O=C(Nc1cccc(S(=O)(=O)N2CCOCC2)c1)c1ccccc1[N+](=O)[O-]	-8	6	-1	-1	-5	9	-0.4	-5	8
O=C(CSc1nccc(=O)[nH]1)Nc1ccc(N2CCOCC2)cc1	-4	0	11	3	6	-10	1.6	-3	10
COc1ccc(NC(=O)CC2SC(=NCc3ccccc3OC)NC2=O)cc1 (stereo unspecified)	2	-4	2	-5	2	12	-0.3	-2	4
CSCCC(NC(=O)c1ccccc1)C(=O)NCCc1ccc2c(c1)OCCO2 (stereo unspecified)	1	-2	6	2	1	4	0.4	0	2
CC(=O)Nc1ccc(C(=O)N(C2=NC(C)CS2)c2ccc(Cl)cc2)cc1 (stereo unspecified)	32	37	2	10	-18	13	2.7	3	20
COc1ccc(C(c2nnnn2Cc2cccs2)N2CCN(c3ccccc3F)CC2)cc1 (stereo unspecified)	29	25	-1	2	5	13	-1.8	-2	21
CCOC(=O)c1c(CN2CCN(c3ccccc3)CC2)oc2ccc(O)cc12	14	13	5	-2	8	8	0.2	-3	-16
CCN(CC)CCOC(=O)c1ccc(NC(=O)c2ccc(Cl)c(S(=O)(=O)N3CCCCCC3)c2)cc1	-2	-4	1	-4	8	32	-0.4	-2	0
COc1ccc(/C=N\NS(=O)(=O)c2ccc(C)cc2)cc1COc1ccccc1[N+](=O)[O-]	12	0	8	0	7	-20	1.9	-4	5
O=C(O)c1cc(S(=O)(=O)N2CCN(c3ccccn3)CC2)ccc1Cl	7	9	-6	2	-3	-3	0.6	-3	6
N#Cc1c(Nc2ccc(F)cc2)sc(C(=O)c2ccc(F)cc2)c1N	24	17	6	0	27	28	-0.8	4	21
COc1cccc(Nc2nnc(SCC(=O)N3CCOCC3)s2)c1	18	20	0	-1	2	-18	0.7	-3	17
C(=N\n1cnnc1)/c1ccccc1OCCOc1ccccc1	0	29	-25	3	11	6	2.3	23	-4
O=S(=O)(c1ccccc1)N(CC(O)CN1CCCCC1)c1ccccc1 (stereo unspecified)	2	-24	-6	-3	8	24	2.4	-3	-3
COC(=O)c1ccc(OC(C)C(=O)c2ccc(C)cc2)cc1 (stereo unspecified)	0	24	-7	0	-10	-15	0.1	-4	1
Cc1ccc(-n2ncc3c(=O)n(CC(=O)NCC4CCCO4)cnc32)cc1 (stereo unspecified)	0	5	5	-4	14	-3	0.1	5	-9
Cc1c(NS(=O)(=O)c2cc(C(=O)NCCc3ccc(F)cc3)cc(Cl)c2Cl)c(=O)n(-c2ccccc2)n1C	-9	0	10	11	12	1	2.2	0	-10
CCc1nc2ccccc2c(NC(=O)CN2CCC(C)CC2)c1C	22	-6	7	-3	-27	2	0.1	1	-6
O=C(Cn1cnc2c(nnn2Cc2ccc(F)cc2)c1=O)NCc1ccc2c(c1)OCO2	14	15	1	2	8	8	4.3	-1	11
O=S(=O)(Cc1ccccc1)N1CCN(Cc2ccc3c(c2)OCO3)CC1	10	-16	-3	-8	1	7	-0.6	-1	-10
Cc1ccc(CNC(=O)CCS(=O)(=O)c2ccc3c(c2)NC(=O)CO3)cc1	24	8	-2	6	-21	8	2.8	-1	5
CCOC(=O)C1=C(C)Nc2nc(SCc3cccnc3)nn2C1c1ccc(OC)cc1 (stereo unspecified)	7	12	23	-6	25	50	1.4	2	2
CC(=O)c1c(Nc2ccc3c(c2)OCCO3)oc(C)cc1=O	-2	8	12	-3	3	5	0.4	-3	7

# Among those listed so far, these have a COOH group:
mol	tim10-1 inh	tim23-1 inh	CXCR6 inh	APJ ag	APJ antag	Mdm2 MdmX PPI	CHOP UPR activ	UPR XBP1 act	TIM10 inh
O=C(O)CCn1c(SCc2cc(=O)n3ccccc3n2)nc2ccsc2c1=O	0	-4	3	-3	-1	-9	-0.5	-2	-13
O=C(O)c1cc(S(=O)(=O)N2CCN(c3ccccn3)CC2)ccc1Cl	7	9	-6	2	-3	-3	0.6	-3	6

# The list continues.
mol	tim10-1 inh	tim23-1 inh	CXCR6 inh	APJ ag	APJ antag	Mdm2 MdmX PPI	CHOP UPR activ	UPR XBP1 act	TIM10 inh
CC(C)Cc1nc2ccc(N)cc2[nH]1	8	10	2	-2	-3	-4	4.7	-2	13
CC12CCC(=O)N1C(C(=O)NNC(=O)c1ccc(Br)cc1)CS2 (stereo unspecified)	-14	-7	3	-2	21	23	0.3	-1	-9
COc1ccc(OC)c(NC(=O)CSc2ncccn2)c1	18	-6	-3	-3	-12	3	-2.2	2	7
Cc1cn([C@H]2C[C@H](O)[C@@H](COS(=O)(=O)O)O2)c(=O)[nH]c1=O	-9	-7	0	-4	-4	23	0.1	-2	8
CC(C)N(C(=O)Cn1c(SCC(=O)Nc2nccs2)nc2ccccc21)C(C)C	29	21	4	-1	9	-23	0.6	-1	3
O=C(CNC(=O)c1ccco1)Nc1ccc(Br)cc1	-11	5	-4	-4	12	-17	3.4	3	3
O=C(COC(=O)/C=C/c1cccs1)Nc1nc(-c2cccc(Br)c2)cs1	-5	6	-3	-6	-3	-24	3.9	4	-2
COC(=O)[C@@]1(Cc2ccc(F)cc2)[C@H]2c3cc(C(=O)N4CCCC4)n(Cc4ccc(C(F)(F)F)nc4)c3C[C@H]2CN1C(=O)c1ccccc1	18	15	.	-6	1	8	0.5	0	5
CCCN1C2CCCC1CC(NC(=O)c1cccc(OC)c1)C2 (stereo unspecified)	7	10	4	-3	10	14	1.4	-3	0
O=C(COc1ccc(Cl)cc1)Nc1ccc2oc(-c3ccncc3)nc2c1	20	-35	1	-1	-10	13	1.7	-2	-15
CC(=O)C1=C(O)C(=O)N(c2ccc(O)cc2)C1c1ccc(F)cc1 (stereo unspecified)	-7	13	3	-5	4	12	1.4	1	6
CCN(CC(=O)Nc1c(F)cccc1F)C(=O)C1CCN(C(=O)c2ccc(F)cc2)CC1	-14	-3	5	4	10	-2	1.4	-1	6
O=C(O)c1ccc(S(=O)(=O)Nc2cccc(CP(=O)(c3ccccc3)c3ccccc3)c2)cc1	10	5	-5	-4	13	7	2.4	2	-9
COc1ccc(CNC(=O)c2ccc[nH]2)cc1Cl	-1	9	-1	-1	-4	4	-1.7	1	-6
Cc1cc(OC(F)F)ccc1NC(=O)Nc1ccc2c(c1)OCO2	-6	-7	0	-5	16	33	4.4	-2	-13
Cc1cc(C)n(-c2ccc(-n3ccnc3)nn2)n1	-10	12	-6	2	8	-16	-0.6	0	-2
NC(=O)c1ccccc1O	1	5	-2	-3	2	7	-0.6	-8	-2
CC/C(=N\NC(=O)C1CCCC1)c1cccc(Br)c1	11	25	4	-10	-5	24	-1.1	-2	7

# Some of the compounds tested; count on the stated rates, not on these rows.
